# Assay outcomes: PubChem, NCI
# NCI-60 one-dose screen, 48 h, at 10 µM unless noted. Numbers give growth in % (100 = growth as untreated, 0 = no growth, -100 = all killed).
# OVCAR-5 = OVCAR-5 ovarian cancer. 82,000 tested, 2.9% active
# DU-145 = DU-145 prostate cancer; 81,000 tested, 4.2% active
# PC-3 = PC-3 prostate cancer cells. 80,000 tested, 3.9% active. AID 1794754
# SK-OV-3 = SK-OV-3 ovarian cancer cells; 80,000 tested, 3.2% active
# OVCAR-4 = OVCAR-4 ovarian cancer cells | 80,000 tested, 3.7% active
# OVCAR-8 = OVCAR-8 ovarian cancer; 81,000 tested, 4.4% active; AID 1794782
# OVCAR-3 = OVCAR-3 ovarian cancer | 79,000 tested, 7% active | AID 1794787
# SF-295 = SF-295 CNS cancer cells; 79,000 tested, 5.6% active; AID 1794758
# U251 = U251 CNS tumor cells; 80,000 tested, 5.4% active; AID 1794753
# Starred values were filed as active, the others as inactive; nt = not tested or not shown; & = joins results of further samples. How the source made its calls: active means growth percent below 10; inactive means the rest.
molecule	OVCAR-5	DU-145	PC-3	SK-OV-3	OVCAR-4	OVCAR-8	OVCAR-3	SF-295	U251
O=C(c1ccc(Cl)cc1)c1cc2ccccc2o1	96.8	102.9	98.5	103.9	103.3	100.4	nt	92.4	92.1
COc1ccc(-c2nc3c(nc(C)c4ccc(-c5ccccc5)nc43)o2)cc1	105.0	102.8	92.1	107.7	96.0	102.9	102.8	96.4	102.6
C=C(C)[C@@H]1CC[C@]2(C(N)=O)CC[C@]3(C)[C@H](CC[C@@H]4[C@@]5(C)Cc6c([nH]c7ccccc67)C(C)(C)[C@@H]5CC[C@]43C)[C@@H]12	90.8	69.2	46.8	76.0	70.0	79.1	69.1	58.9	63.2
Clc1ccc(Nc2nc3ccccc3s2)cc1	103.3	80.6	69.4	102.9	77.3	101.1	85.1	80.2	86.7
CCOC(=O)COc1ccc2c(c1)O/C(=C\c1ccccc1OC)C2=O	103.2	110.1	103.2	112.7	105.0	101.9	107.9	98.9	108.4
OC1CCN(CCCOc2c3ccc(Cl)cc3nc3c2oc2ccc(Cl)cc23)CC1	-28.1*	-97.5*	21.0	50.8	55.0	27.7	46.5	17.8	-93.5*
O=C(CNC(=O)OCc1ccccc1)NCC(=O)NC(Cc1c[nH]c2ccccc12)C(=O)O (stereo not given)	106.3	110.0	101.2	104.6	103.8	100.8	105.8	nt	100.5
CC(=O)NNc1ccc2nnc(-c3ccccc3)n2n1	113.1	103.2	106.7	110.3	109.1	100.5	95.4	104.2	101.4
COc1ccc(NC(=O)c2cccc(-c3cc(=O)c4c(O)c(OC)c(OC)cc4o3)c2)cc1	97.5	96.9	86.2	nt	97.5	80.6	50.6	103.8	73.2
c1cc[c]([Bi]([c]2ccccc2)[c]2ccccc2)cc1	99.3	106.7	85.2	110.7	89.3	101.1	104.6	102.8	99.6
COc1cccc(-c2nn(C(C)(C)C)cc2-c2ccnc(NCCCNS(=O)(=O)c3cccc(F)c3)c2)c1	103.5	110.0	102.7	110.8	104.6	105.1	114.4	102.4	nt
Cc1ccc(C#N)cn1	100.1	116.5	96.0	110.9	106.8	101.9	110.9	124.4	99.9
Nc1c(C(=O)Nc2cccc(Cl)c2)sc2nc3c(cc12)C(=O)CCC3	58.3	11.6	29.1	35.2	60.4	75.3	10.3	-20.2*	46.4
CC(O)C(=O)O (stereo not given)	110.4&97.5	109.9&92.6	99.8&105.0	110.0&105.9	104.1&115.5	98.6&104.6	113.4&105.9	90.5&97.8	98.9&108.0
COc1c(NC=O)c2c(c([N+](=O)[O-])c1OC)C(=O)OC2	99.7&119.5	119.3&130.0	101.6&90.7	108.1&106.6	103.4	109.0&101.1	115.2&115.4	96.4&109.1	101.4&99.9
CSc1nccc(-c2c(-c3ccc(NC(C)=O)cc3)nc3sccn23)n1	109.7	93.1	76.8	90.7	90.9	81.8	103.0	98.5	101.1
c1csc(C2=NN3C(C2)c2ccccc2OC3c2ccncc2)c1 (stereo not given)	108.1	97.0	nt	93.8	90.9	96.1	98.9	96.1	91.5
Nc1cccc2ccc(Cl)nc12	105.0	112.6	94.1	99.5	99.1	103.4	108.9	94.4	97.8
COC(=O)/C=C/C(=O)NC(N)=O	98.3	105.3	96.5	96.2	98.5	99.5	106.9	95.2	96.8
N#C/C(=C/c1ccc(O)c([N+](=O)[O-])c1)c1nc(-c2ccc([N+](=O)[O-])cc2)cs1	107.5	60.3	29.9	38.9	34.1	48.4	23.5	29.6	22.1
C=CCn1c(C)nc2cc(Nc3nc(N4CCN(C)CC4)nc4ccccc34)ccc21	109.0	103.9	93.4	105.6	92.0	98.9	99.6	95.4	101.9
COc1ccc(C2CC(c3ccccc3)=NN2Cn2nnc3ccccc32)cc1 (stereo not given)	101.8	105.4	90.9	101.9	96.1	97.5	111.2	100.4	100.9
O=C1CCC23OC=CC2C2(Nc4ccccc4NC2=O)c2cc(Cl)ccc2N13 (stereo not given)	104.1	108.8	103.7	111.1	111.7	108.8	121.6	104.5	113.0
COC(=O)CCCCCC[C@@H]1[C@@H](/C=N/NC(=O)c2ccncc2)[C@H](OC(=O)c2ccccc2)C[C@@H]1O	101.1	109.6	90.1	80.5	101.6	67.9	107.5	97.6	87.3
COC(=O)c1nc(-c2ccccc2)oc1S(=O)(=O)NCCO	92.7	102.6	87.3	95.2	97.8	98.8	101.6	107.0	94.1
Cc1cc([N+](=O)[O-])ccc1P(=O)(O)c1ccc([N+](=O)[O-])cc1C	100.8	92.0	89.2	95.0	nt	103.9	104.6	117.2	nt
NC(N)=Nc1ccc(Oc2cccc(NC(N)=Nc3ccc(Br)cc3)c2)cn1	66.7	80.4	38.2	73.6	71.0	68.1	64.9	44.4	43.1
Cc1cc(C)n(C(N)=O)n1	101.6	104.5	100.0	110.5	109.2	99.0	114.2	100.8	96.4
CC(=O)c1c(/C=C/c2ccccc2)c2ccccc2[nH]c1=O	101.0	103.9	99.4	104.6	105.6	92.4	109.7	101.0	93.3
COc1ccc(C2=NN3C(C2)c2ccccc2OC3c2ccc(/C=C3\SC(=O)NC3=O)cc2)cc1 (stereo not given)	99.5	104.1	nt	91.8	102.4	99.7	102.1	99.0	101.3
C=C1CCc2nc(SCC(=O)O)ccc2N1	97.1	109.7	104.0	98.8	104.0	104.9	117.4	104.0	112.1
O=c1oc2cc(OS(=O)(=O)c3ccccc3)c(Cl)cc2c2c1CCCCCC2	90.1	93.6	73.9	106.3	nt	89.2	91.3	92.6	87.5
CCC(C)n1c(NCCc2ccc(O)c(O)c2)nc2c1c(=O)n(C)c(=O)n2C (stereo not given)	84.0	101.3	86.6	110.6	69.6	96.2	92.9	89.9	103.8
O=C(Nc1nc2ccc(O)cc2s1)c1cccc(C(F)(F)F)c1	93.4	65.9	58.2	nt	63.6	55.5	67.2	69.9	62.7
COc1ccc(C(=O)/C=C/c2ccc(OCc3ccc(Cl)cc3)c(OC)c2)cc1OC	100.1	72.3	59.4	82.9	68.6	58.4	78.5	68.3	58.1
O=C(C[n+]1cccc2ccccc21)c1ccc(Br)cc1	92.1&95.4	106.3&102.1	84.6&86.7	81.1&81.8	90.2&91.2	101.0&97.1	92.1&97.4	93.7&95.1	98.2&99.7
COc1ccccc1C(=O)Cc1ccccc1	93.7&94.4	112.2&114.1	96.5&97.7	109.7&107.2	99.3	101.2&109.9	110.5&109.3	85.1&108.0	95.4&120.4
COC(=O)c1c(C)nc(Nc2nc3ccccc3s2)nc1-c1ccc(Cl)cc1Cl	113.0	113.4	91.3	101.7	91.6	103.5	92.2	93.3	110.6
COc1ccccc1/C=C/C=N/N1C(=S)NC2C1N(C)C(=O)N2c1ccccc1 (stereo not given)	100.6	96.8	98.0	99.6	101.0	96.2	100.1	95.0	97.8
O=c1[nH]c2ccccc2n1CCCN1CCN(C(c2ccccc2)c2ccccc2)CC1	96.4	99.8	67.6	103.8	87.6	81.9	74.6	90.2	nt
COc1ccc(C(=O)n2nc(CC(=O)NCCc3ccccc3)nc2N)cc1	110.3	123.6	102.1	111.4	107.3	110.0	nt	nt	111.0
COc1cc(/C=N/NC(=O)c2ccc(Br)o2)cc(OC)c1OC	105.9	101.8	81.4	116.5	102.3	38.1	97.3	117.6	103.3
CCc1ccccc1N/N=C/c1cn(-c2ccc(C(=O)O)cc2)nc1-c1cc2ccccc2oc1=O	111.3	104.2	90.8	105.7	113.2	102.9	94.8	100.3	102.0
CC1(C)OC2C(COC(=O)c3ccc([N+](=O)[O-])cc3)OC(NC(=O)N(CCCl)N=O)C2O1 (stereo not given)	110.6	113.6	99.4	95.2	107.8	107.9	119.9	64.7	93.5
COc1ccc(-c2cc(-c3nnc(SC/C(=N\O)c4ccccc4)n3-c3ccccc3)c3ccccc3n2)cc1	118.8	110.9	93.6	79.4	112.7	98.7	107.0	104.5	101.0
COc1ccc(C2Nc3ccccc3C(=O)N2/N=C(\C)c2c(O)cc(C)oc2=O)cc1 (stereo not given)	110.2	112.7	91.9	103.4	110.7	97.8	118.0	111.4	99.5
NC(=O)c1c(NC(=O)c2cccc(OC(F)(F)F)c2)sc2c1CCC(=O)C2	62.5	107.0	21.3	nt	13.8	53.0	67.2	46.1	28.7
c1cn2cc(-c3ccc4c(c3)ncn4C3CCCCC3)nc(-c3ccc4ncn(C5CCCCC5)c4c3)c2n1	98.6	91.3	55.0	112.1	103.0	57.4	96.9	49.4	61.3

# Arranged by length of the SMILES (rising): 3 of the compounds above.
molecule	OVCAR-5	DU-145	PC-3	SK-OV-3	OVCAR-4	OVCAR-8	OVCAR-3	SF-295	U251
COc1ccc(C2Nc3ccccc3C(=O)N2/N=C(\C)c2c(O)cc(C)oc2=O)cc1 (stereo not given)	110.2	112.7	91.9	103.4	110.7	97.8	118.0	111.4	99.5
CCc1ccccc1N/N=C/c1cn(-c2ccc(C(=O)O)cc2)nc1-c1cc2ccccc2oc1=O	111.3	104.2	90.8	105.7	113.2	102.9	94.8	100.3	102.0
CC1(C)OC2C(COC(=O)c3ccc([N+](=O)[O-])cc3)OC(NC(=O)N(CCCl)N=O)C2O1 (stereo not given)	110.6	113.6	99.4	95.2	107.8	107.9	119.9	64.7	93.5

# Molecules shown so far that have an aryl thioether with sulfur outside any ring, in the order listed:
molecule	OVCAR-5	DU-145	PC-3	SK-OV-3	OVCAR-4	OVCAR-8	OVCAR-3	SF-295	U251
CSc1nccc(-c2c(-c3ccc(NC(C)=O)cc3)nc3sccn23)n1	109.7	93.1	76.8	90.7	90.9	81.8	103.0	98.5	101.1
C=C1CCc2nc(SCC(=O)O)ccc2N1	97.1	109.7	104.0	98.8	104.0	104.9	117.4	104.0	112.1
COc1ccc(-c2cc(-c3nnc(SC/C(=N\O)c4ccccc4)n3-c3ccccc3)c3ccccc3n2)cc1	118.8	110.9	93.6	79.4	112.7	98.7	107.0	104.5	101.0

# Next part.
molecule	OVCAR-5	DU-145	PC-3	SK-OV-3	OVCAR-4	OVCAR-8	OVCAR-3	SF-295	U251
CN(CCC#N)c1ccc(/C=C(\C#N)c2ccc(Br)cc2)cc1	97.1	100.9	74.5	96.3	nt	82.0	66.2	100.3	47.6
CC1(C)Cc2cc(Br)ccc2O1	nt	112.4	91.4	99.8	93.5	99.1	110.6	103.7	101.7
O=C(c1c(F)ccc(NS(=O)(=O)N2CC[C@@H](F)C2)c1F)c1c[nH]c2ncc(-c3cnc(C4CC4)nc3)cc12	58.3	49.9	46.5	3.3*	64.2	31.7	69.4	42.8	42.4
O=[N+]([O-])c1cc(Cl)ccc1S(=O)(=O)c1ccccc1	111.0	108.7	96.0	105.6	98.6	106.4	108.8	109.1	108.1
O=C(Cn1cc(CN2CCN(c3ccnc4cc(Cl)ccc34)CC2)nn1)Nc1cccc(Cl)c1	110.0	109.6	38.4	80.8	104.7	101.2	106.4	92.7	96.0
Clc1ccc(-c2nnc(CCc3nc(-c4ccc(Br)cc4)no3)o2)cc1Cl	108.2	111.2	99.5	124.6	106.6	108.6	111.6	104.7	107.2
O=C(c1nn(-c2ccccc2)c2c1CC(NCCc1ccc(C(F)(F)F)cc1)CC2)N1CCCCC1 (stereo not given)	96.3	106.6	91.6	104.3	95.9	97.2	106.0	109.2	87.8
CC(=O)N1N=C(c2ccc(Nc3nc(Nc4ccc(F)cc4)nc(Nc4ccc(Cl)cc4)n3)cc2)CC1c1ccc(Oc2ccccc2)cc1 (stereo not given)	92.7	115.3	83.4	99.0	89.9	nt	89.4	79.1	86.3
Cc1cccc(-c2nc(Nc3ccc4ncsc4c3)c3ccccc3n2)n1	97.7	90.6	14.7	113.4	30.7	53.4	10.1	88.7	77.0
Cc1nc(SCC(=O)O)n[nH]1	97.9	112.4	95.4	106.8	97.2	94.3	106.7	105.4	96.3
C=C(C)[C@@H]1CC[C@]2(CO)CC[C@]3(C)[C@H](CC[C@@H]4[C@@](C)(CCCN)[C@H](C(=C)C)CC[C@]43C)[C@@H]12	-78.5*	-44.8*	0.4*	-82.4*	-67.8*	-40.4*	-61.7*	-75.5*	-88.6*
CNc1ccc(Br)cc1-c1n[nH]c(=O)[nH]c1=O	98.3	121.9	99.5	102.1	90.9	100.3	116.3	79.6	96.2
OCC1CCCO1 (stereo not given)	97.8	107.5	97.9	103.1	108.0	95.3	116.8	100.5	94.6
Cc1nc2sc(-c3nc4ccccc4[nH]3)c(N)c2c(C)c1Br	122.2	96.0	75.5	84.3	99.4	99.1	93.7	108.0	97.1
c1ccc(-n2ncc3c(-n4cncn4)ncnc32)cc1	104.1	109.0	nt	108.8	101.5	107.6	109.4	105.3	96.2
COc1ccc(Nc2nnc3n(Cc4ccccc4)c(=O)c4c5c(sc4n23)CCCC5)cc1	95.5	101.9	86.2	106.2	108.0	95.9	110.7	90.5	88.7
C#CCC(C(=O)OCC)C(=O)OCC	94.9	100.9	99.8	99.5	127.6	105.3	102.6	103.2	103.9
CC1(C)CC(=O)C(c2ccccc2)=C(O)c2ccccc21	85.8	141.0	96.2	107.7	105.6	102.0	142.3	117.6	112.3
COc1ccc(C(=S)N2CCN(c3cccc(Cl)c3)CC2)cc1OC	101.4	97.4	78.1	86.0	104.7	87.9	72.2	70.4	80.6
COc1cc(Nc2cc(C)nc(N3CCN(c4ccnc5cc(Cl)ccc45)CC3)n2)cc(OC)c1	24.8	2.2*	22.8	15.4	34.5	12.7	6.2*	0.3*	9.6*
CC(=O)O[C@H]1C/C=C\C[C@@H](O)[C@@]2(C)O[C@@H]2CC[C@H](C)C1	102.6	99.7	93.1	98.9	93.8	105.3	106.5	97.3	102.5
COc1ccc(-n2nnc3c4nc(-c5cc(OC)c(OC)c(OC)c5)oc(=O)c4c(C)nc32)cc1	100.9	114.8	98.8	95.4	105.4	100.8	110.4	101.9	106.0
N#Cc1ccc(Oc2ccc3ccc(=O)oc3c2)cc1	104.5	107.3	94.5	112.2	109.4	87.2	116.9	111.9	91.7
